ERG-DNA inh: qHTS for Small Molecule Inhibitors of the ERG Ets/DNA interaction | hit rate 0.028% among 370,000 | AID 624246, 2012 | Transcriptional regulator ERG (Homo sapiens), P11308 | Potency, µM (highest dose often 76.9 µM), without a hit: at the top dose FP activity, negative = inhibition, actives largely listed as inhibitors | fluorescence polarization, His-ERG Ets domain / labelled DNA; active means well fitted inhibition curve with a large enough effect in the polarisation, with a control signal flat; inconclusive means small, poorly fitted or top-dose-only effect, or effect the other way, or a change in a side signal; inactive means no such curve, though single readings can be large or run the other way; the % refers to the polarisation;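 further: polarization taken with two DNA probes labelled with fluorescein and Texas red; % of control where 0% means no effect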
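His-tagged ERG Ets domain (1 uM in the protein solution; 300mM KCl, 50mM Tris-HCl, 1mM EDTA, 1mM DTT, pH 7.5) received compound, then a probe mix of 5 nM fluorescein-DNA and 100nM Texas-615-DNA. Fluorescence polarization was read for both dyes.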
PGK inhibitor: qHTS Assay to Find Inhibitors of Phosphoglycerate Kinase; Phosphoglycerate kinase, glycosomal (Trypanosoma brucei brucei), P07378; PGK/GAPDH coupled, Kinase-Glo luminescence, 60 min; Potency, µM (series often up to 57.5 µM), for inactives: at the highest dose activity change, negative = inhibition, actives largely listed as inhibitors; hit rate 0.043% among 380,000; AID 602233, 2012; further: on the % scale 0 is the no-effect control and ±100 the full control effect; nearly all actives have a fitted effect of over 60% in size
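Luminescent ATP detection (Kinase-Glo Plus) follows a 60-minute room-temperature incubation, with wells lacking PGK as controls. Buffer: 100 mM TEA (pH 7.6), 5 mM MgCl2, 0.01% Tween-20. Coupling enzyme GAPDH (100 nM final) supplies unstable 1,3-BPG in-well.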
GLS inhibitor: qHTS for Inhibitors of Glutaminase (GLS); Glutaminase kidney isoform, mitochondrial (Homo sapiens), O94925; GLS enzymatic activity, qHTS titration; Potency, µM (top dose mostly 45.5 µM), inactives show at the top dose activity change, negative = inhibition, hits mostly inhibitors; hit rate 0.21% among 410,000; AID 624170, 2012; further: on the % scale 0 is the no-effect control and ±100 the full control effect
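Read-out is an Amplex red fluorescence increase coupled through glutamate oxidase and HRP, measured before and after 30 min room-temperature incubation. hKGA is in 45 mM KH2PO4 (pH 8.2) with 0.02% Tween-20; glutamine added as 1mM solution.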
ALOX12 inh: Primary qHTS assay for inhibitors of human arachidonate 12S-lipoxygenase (ALOX12): Round 2; purified 12hLO, xylenol orange hydroperoxide absorbance; Potency, µM (titrated, usually from 108 µM), without a hit: at the top dose activity change, negative = inhibition, actives largely listed as inhibitors; hit rate 1.1% among 580,000; AID 1671190, 2021; further: on the % scale 0 is the no-effect control and ±100 the full control effect
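Hydroperoxide product was detected by ferrous iron/xylenol orange as the 573 to 405 nm absorbance ratio. Arachidonic acid at 40 uM (final) was turned over for 30 min at room temperature by 150 nM human 12hLO, pH 7.0 Hepes buffer, after 15 min compound preincubation.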
RGS4 inhibitor: Inhibitors of Regulator of G Protein Signaling (RGS) 4: qHTS | Potency, µM (top dose mostly 114 µM), for inactives: top-dose activity change, negative = inhibition, most hits filed as inhibitors | AID 504845, 2011 | hit rate 0.039% among 390,000 | Regulator of G-protein signaling 4 (Homo sapiens), P49798 | Transcreener GDP fluorescence polarization, RGS4-accelerated GTP hydrolysis; further: on the % scale 0 is the no-effect control and ±100 the full control effect; nearly all actives have a fitted effect of over 75% in size; some results filed as inactive show a strong effect at the top dose
Target sequence (P49798 whole entry, looked up): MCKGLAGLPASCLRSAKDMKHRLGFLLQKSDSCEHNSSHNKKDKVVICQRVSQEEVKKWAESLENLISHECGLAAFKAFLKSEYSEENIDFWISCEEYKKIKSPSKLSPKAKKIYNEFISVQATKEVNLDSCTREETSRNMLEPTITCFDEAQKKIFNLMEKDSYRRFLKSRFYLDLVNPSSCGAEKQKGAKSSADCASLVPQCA
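MLSMR compounds (23 nl, pin-transferred) preincubated 10 min at room temperature with a 500nM (2x) first reagent, then RGS4 at 900nM (2x) plus Transcreener GDP mix added; fluorescence polarization (620/688 nm) read before and after 90 min at 30 °C.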
HP1b binding inh: HTS for Inhibitors of HP1-beta Chromodomain Interactions with Methylated Histone Tails; AlphaScreen HP1-beta / biotin-H3K9me3 peptide binding; Potency, µM (top dose mostly 114 µM), inactives show at the top dose activity change, negative = inhibition, usual class: inhibitors; hit rate 0.56% among 390,000; further: nearly all actives have a fitted effect of over 70% in size; inactives centre near 23
Target sequence (P83916 whole entry, looked up): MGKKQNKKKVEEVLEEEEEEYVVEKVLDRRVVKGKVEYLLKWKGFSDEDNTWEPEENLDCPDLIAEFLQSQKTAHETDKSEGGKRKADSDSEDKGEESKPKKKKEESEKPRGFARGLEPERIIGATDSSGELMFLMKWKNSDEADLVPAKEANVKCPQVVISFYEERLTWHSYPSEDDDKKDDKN
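AlphaScreen: HP1-beta (50 nM) preformed 30 min with biotin-H3(1-18)K9me3 peptide (50 nM) in PBS pH 7.4, 0.01% Tween-20. Compound added for 30 min at RT, then streptavidin donor/nickel chelate acceptor beads (10 ug/mL) for 30 min.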
Pin1 inhibitor: qHTS Assay to Find Inhibitors of Pin1. Pin1 FP peptide displacement, HiFluor488, 10 min. Potency, µM (titrated, usually from 115 µM), for the others: top-dose activity, negative = inhibition, hits mostly inhibitors. hit rate 0.009% among 390,000; active means well fitted inhibition curve with a large enough effect in the polarisation, with a control signal flat, not every such curve was filed as active; inconclusive means small, poorly fitted or top-dose-only effect, or effect the other way, or a change in a side signal; inactive means no such curve, though single readings can be large or run the other way; the % refers to the polarisation; further: on the % scale 0 is the no-effect control and ±100 the full control effect
Target sequence (Q13526 whole entry, looked up): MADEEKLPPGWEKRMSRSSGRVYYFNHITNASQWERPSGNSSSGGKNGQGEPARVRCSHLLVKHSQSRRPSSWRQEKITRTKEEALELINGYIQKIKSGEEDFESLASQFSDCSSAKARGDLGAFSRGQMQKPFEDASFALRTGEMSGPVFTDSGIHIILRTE
rTrxR1 inhibitor: qHTS Assay for Inhibitors of Mammalian Selenoprotein Thioredoxin Reductase 1 (TrxR1): qHTS; Thioredoxin reductase 1, cytoplasmic (Rattus norvegicus), O89049; recombinant rTrxR1, NADPH fluorescence consumption, selenite substrate; Potency, µM (titrated, usually from 114 µM), for the others: top-dose activity change, negative = inhibition, actives largely listed as inhibitors; hit rate 1% among 390,000; AID 588453, 2011; further: on the % scale 0 is the no-effect control and ±100 the full control effect; nearly all actives have a fitted effect of over 65% in size
Target sequence (O89049 whole entry, looked up): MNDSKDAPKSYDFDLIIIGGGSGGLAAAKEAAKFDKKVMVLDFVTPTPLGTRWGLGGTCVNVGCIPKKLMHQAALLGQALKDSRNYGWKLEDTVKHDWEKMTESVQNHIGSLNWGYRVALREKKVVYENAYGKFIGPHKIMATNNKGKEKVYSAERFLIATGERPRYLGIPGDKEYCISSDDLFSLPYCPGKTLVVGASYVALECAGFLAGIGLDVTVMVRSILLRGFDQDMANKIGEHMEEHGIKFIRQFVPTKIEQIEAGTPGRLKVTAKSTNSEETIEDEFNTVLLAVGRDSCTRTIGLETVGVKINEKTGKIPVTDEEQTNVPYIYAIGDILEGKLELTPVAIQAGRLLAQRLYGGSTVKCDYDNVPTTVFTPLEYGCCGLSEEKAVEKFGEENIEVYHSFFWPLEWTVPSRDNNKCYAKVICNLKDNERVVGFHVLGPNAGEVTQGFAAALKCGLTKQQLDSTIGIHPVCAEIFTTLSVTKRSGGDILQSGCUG
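Rat TrxR1 (90 nM in the dispensed reagent) was pre-reduced with 400 uM NADPH for 5 min at room temperature, then incubated with compound for 15 min. After 400 uM selenite was added, NADPH fluorescence (Ex 340/Em 450 nm) was followed for 8 min.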
JMJD2A Tudor: qHTS Assay for Inhibitors of JMJD2A-Tudor Domain; hit rate 4.4% among 390,000; AlphaScreen JMJD2A-Tudor / H3K4me3 peptide binding; Lysine-specific demethylase 4A (Homo sapiens), O75164; AID 504339, 2011; Potency, µM (titrated, usually from 114 µM), without a hit: top-dose activity change, negative = inhibition, usual class: inhibitors; further: on the % scale 0 is the no-effect control and ±100 the full control effect; nearly all actives have a fitted effect of over 50% in size
* = called active by the depositor; i = inactive; ? = inconclusive; / = no result given; [ ] = dose if it differs, or a comment. Unless noted, the call rests on the fitted dose curve; in most records, active means well fitted curve in the direction sought with a large enough effect; inconclusive means small, poorly fitted or top-dose-only effect, or another doubt; inactive means no such curve, though single readings can be large; an effect the other way counts as inactive or inconclusive. Potency means the concentration at half of the fitted maximal effect. An excerpt. The share of hits here may be higher or lower than overall.

SMILES	ERG-DNA inh	PGK inhibitor	GLS inhibitor	ALOX12 inh	RGS4 inhibitor	HP1b binding inh	Pin1 inhibitor	rTrxR1 inhibitor	JMJD2A Tudor
Cc1ccc(SCC(=O)Nc2ccc(F)cc2[N+](=O)[O-])cc1C	-16.0%	-0.4%	5.3%	-4.3%	4.6%	50.1µM*	-0.8%	22.6%[57.1 µM]	?
COc1cccc(C(=O)Nc2ccc(S(=O)(=O)Nc3onc(C)c3C)cc2)c1	-2.5%	0.4%	10.2%	0.0%	-13.4%[56.9 µM]	41.6%[activator]	4.8%	3.3%	-9.9%[57.1 µM]
N[C@@H](Cc1ccc(F)cc1)C(=O)O	-2.2%	-7.5%	-1.7%	-9.5%	-23.5%	89.0%[activator]	4.9%	2.3%	-25.5%
CCOC(=O)Cn1nc(C)n(-c2ccc(Br)cc2)c1=O	0.2%	-4.5%	-0.4%	2.9%	-4.3%	26.5%	-0.6%	1.8%	-2.7%
COc1cc(OC)cc(C(=O)NC(C(=O)NNC(=O)CN(C)S(=O)(=O)c2ccc(C)cc2)C(C)C)c1 (stereo unspecified)	6.6%	i	8.5%	117.1%[activator]	-6.2%	35.6%	-4.8%	21.5%	-13.9%
COc1ccc(C2C(C(C)=O)=C(O)C(=O)N2c2ccc(C)cc2)cc1 (stereo unspecified)	?	-0.5%	2.9%	?	-10.8%	9.8%	0.0%	8.9%	-14.9%
CSc1ccc(N2CCN(CCCNC(=O)Nc3ccccc3F)CC2)cc1	-5.8%	-3.2%	5.6%	-3.1%	13.5%	-16.4%	-12.8%	5.9%	?
COc1ccc(NS(=O)(=O)c2cc(NC(=O)[C@@H](NC(N)=O)C(C)C)ccc2C)cc1	5.7%	-1.7%	16.3%	-14.1%	15.3%	12.6%	0.6%	23.9%	-6.1%
Cc1ccc(OCCSc2nnc(NC(=O)c3ccco3)s2)cc1	-5.0%	-8.5%	-11.6%	-19.3%	-5.4%	34.8%	-2.2%	2.2%	6.3%
O=C(Nc1cccc(-n2cnnn2)c1)c1ccco1	3.4%	-0.1%	1.6%	-23.6%	-7.1%	41.9%[activator]	-8.6%	8.8%[57.1 µM]	-8.6%
CC(C)(Oc1ccc(Cl)cc1)C(=O)OCC(=O)NCCc1ccc(S(N)(=O)=O)cc1	6.1%	-4.2%	4.7%	-0.3%	14.5%	17.9%	-6.1%	-8.0%	-14.5%
Cc1noc(C)c1S(=O)(=O)N1CCN(c2ccccc2)CC1	-10.4%	-8.6%	-3.5%	1.4%[57.4 µM]	1.7%	20.6%	-2.3%	22.8%[57.1 µM]	-18.1%
Cc1ccc(C)c(SCC(=O)Nc2oc(C)c3c(C)n[nH]c(=O)c23)c1	10.2%	-2.8%	-9.2%	?	-5.2%	13.9%	-3.9%	-9.5%	-15.9%
C/C(=N\NC(=O)COc1ccc(C)cc1[N+](=O)[O-])c1cccs1	3.0%	-12.4%	?	-7.2%	-8.6%	-12.7%	1.3%	1.4%[57.1 µM]	-28.5%
Cc1ccc(NC(=O)CN2CCOCC2)cc1	2.3%	i	-9.0%	1.9%	-29.7%	23.8%	0.2%	11.8%[57.1 µM]	0.0%
COC(=O)Cc1csc(NC(=O)c2ccc3ncsc3c2)n1	5.6%	-11.2%	-5.0%	-15.8%	-7.4%	21.4%	25.5%	11.9%	-24.7%
COc1ccc(C2C(C(=O)Nc3ccccc3OC)=C(C)Nc3ncnn32)cc1 (stereo unspecified)	-3.7%	3.3%	19.3%	8.8%[57.4 µM]	17.0%	24.0%	-0.9%	-3.5%	-9.3%
N#Cc1c(-c2ccccc2)cc(C2CC2)nc1SCC(=O)c1cccs1	8.3%	-5.8%	1.0%	0.0%	-24.5%	44.1%	?	7.4%	-0.7%
CC1=CC(C)(C)NC(=S)N1c1ccc(C)cc1C	-0.6%	-1.4%	4.0%	-24.3%	7.2%	21.1%	2.9%	19.5%[57.1 µM]	-16.1%
O=C(NC1CCCCC1)c1ccc2c(c1)N(Cc1ccc(Cl)cc1)C(=O)c1ccccc1S2(=O)=O	-0.9%	-1.1%	-1.6%	-23.7%	-0.8%	32.2%	-0.9%	38.3%[activator]	-3.4%
Cc1ccc(NC(=O)CNS(=O)(=O)c2cccs2)cc1F	5.0%	8.4%	6.2%	?	18.2%	24.1%	24.8%	-11.0%	-9.9%
O=C(O)C1CCCCN1C(=O)c1ccc(S(=O)(=O)N2CCCC2)cc1 (stereo unspecified)	-0.2%	i	-6.8%	-2.1%	-13.7%	11.0%	2.5%	36.3%[57.1 µM]	-9.9%
CCc1ccccc1Nc1sc(C(=O)c2cccc(OC)c2)c(N)c1S(=O)(=O)c1ccccc1	-0.6%	i	6.1%	-6.9%	12.1%	10.9%	26.0%	11.3%	?
CCN(Cc1ccccc1)S(=O)(=O)c1ccc2c(c1)NC(=O)CC(=O)N2	8.2%	-4.8%	-11.2%	1.6%	8.1%[56.9 µM]	?	-4.7%	15.7%	-13.1%
CC(C)(c1ccccc1)c1ccc(OCCn2cnc3ccccc3c2=O)cc1	-2.5%	0.9%	-8.0%	-14.3%	16.7%	72.7%	?	-1.8%	-2.8%

The listing continues:
SMILES	ERG-DNA inh	PGK inhibitor	GLS inhibitor	ALOX12 inh	RGS4 inhibitor	HP1b binding inh	Pin1 inhibitor	rTrxR1 inhibitor	JMJD2A Tudor
CCN1C(C)=C(C)S/C1=C1\SC(=S)N(N)C1=O	13.8%	6.8%	13.7%	-5.5%	8.2%	18.4%	31.7%[activator]	1.7%[57.1 µM]	-0.7%[57.1 µM]
COc1ccc(/C=C/C(=O)N(C)C2CCS(=O)(=O)C2)cc1 (stereo unspecified)	6.5%	-2.6%	8.0%	?	-12.5%	35.5%[activator]	4.0%	4.4%[57.1 µM]	6.6%
COc1ccc(N2CCN(C(=O)CSCc3ccc(C)cc3)CC2)cc1	3.0%	i	20.7%	?	-14.8%	52.5%	-1.3%	5.7%[57.1 µM]	?
CC(=O)Nc1ccc(C(=O)Nc2ccc(S(=O)(=O)Nc3nccc(C)n3)cc2)cc1	-6.5%	0.6%	9.1%	15.9%	-11.0%	35.5%[activator]	-0.6%	0.4%	-1.0%
Cc1cc(OCc2cc3c(cc2Cl)OCO3)c2c(C)cc(=O)oc2c1	?	i	1.3%	0.0%	-14.0%	40.1%[activator]	4.2%	3.1%	-12.9%
Cc1cc(C)c2nc(N3CCC(C(=O)NCC4CCCO4)CC3)sc2c1 (stereo unspecified)	-0.3%	-8.8%	-22.5%	-5.1%	-11.2%[56.9 µM]	58.4%[activator]	-8.9%	23.1%	-28.4%
CCOc1ccc2c(c1)C(C)=CC(C)(C)N2S(=O)(=O)c1ccc(C)cc1	-3.4%	-8.4%	1.5%	12.2%	-4.7%	49.9%[activator]	-3.9%	-5.6%	4.2%
CCOc1ccccc1CNC(=O)Cn1c(-c2ccccc2)cc(C(C)=O)c1C	-4.8%	-6.4%	-3.9%	?	18.6%	3.7%	3.6%	17.5%	-21.1%
CCOC(=O)c1nn(-c2ccccc2)c(C(=O)OCC)c1N	-6.9%	/	0.1%	0.6%	-11.8%	27.2%	4.9%	25.7%	-7.4%
CN1CCN(C(=O)Nc2ccc3c(c2)N(C)C(=O)c2ccccc2S3)CC1	2.7%	-17.5%	-13.4%	-4.9%	-10.8%	20.8%	0.2%	26.8%[57.1 µM]	-2.9%
O=C(Nc1ccccc1)C1=C[C@@H](c2ccc(Br)cc2)C[C@@H](OCCCCO)O1	-1.3%	-1.2%	5.7%	?	5.6%	22.8%	3.9%	19.9%[57.1 µM]	-16.5%
O=C(CSc1c2c(nc3ccc(Cl)cc13)CCCC2)N1CCN(c2ccc(Cl)cc2)CC1	8.0%	i	1.6%	0.0%	9.0%	21.0%	15.5%	10.7%	-19.0%
O=C(Nc1cccc(O)c1)c1cccc(S(=O)(=O)N2CCCC2)c1	6.8%	-3.8%	21.3%	-18.8%	-1.0%	24.1%	?	1.7%[57.1 µM]	-15.2%
O=C(COC(=O)c1ccccc1C(=O)c1ccc(Cl)cc1)NCc1ccccc1	3.0%	-9.7%	8.8%	-19.5%	16.3%	35.2%	-3.0%	21.0%	-5.9%
O=C1NC(c2ccccc2)=NC1(NS(=O)(=O)c1ccccc1)C(F)(F)F (stereo unspecified)	-0.8%	-2.9%	-0.3%	25.0%	-3.5%	8.0%	-10.1%	12.4%[57.1 µM]	-16.2%

Part of the list above, reduced to ERG-DNA inh:
structure | ERG-DNA inh
Cc1cc(OCc2cc3c(cc2Cl)OCO3)c2c(C)cc(=O)oc2c1 | ?
Cc1cc(C)c2nc(N3CCC(C(=O)NCC4CCCO4)CC3)sc2c1 (stereo unspecified) | -0.3%

Source: PubChem (National Center for Advancing Translational Sciences (NCATS))
